JMJD2C inh: blocks human GASC-1 demethylase activity | Q9H3R0 | GST-JMJD2C(1-420) H3K9me3 demethylation, DELFIA europium | inhibition, % at 2.35 µM | actives 0.069% (n = 330,000) | AID 2099;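 active = more than half of a compound's replicate wells show inhibition beyond 50%, single wells judged on their own value; inconclusive = some, but no more than half, of replicates pass 50% inhibition; inactive = no replicate passes 50% inhibition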;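 also: signal counts dimethyl H3K9 product captured on neutravidin plate; 0% = median of DMSO wells and 100% = 0.3 times that DMSO median; strong numbers were not always called active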
Efflux pump mplx: inhibitors of Candida antifungal efflux pumps expressed in yeast; S. cerevisiae Candida pump triplex, Nile Red efflux; inhibition, % at 10 µM; actives 0.44% (n = 330,000);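 active = plate passing quality check with inhibition over a set limit, or well fluorescence over plate mean plus 4 SD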;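 also: Nile Red retained in pooled yeast measured as flow cytometry median fluorescence; 0% = buffer negative control and 100% = Enniatin B positive control; higher means more Nile Red kept so more efflux inhibition; some compounds called inactive have numbers as strong as hits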
TPT1 inhibitor: C. albicans TPT1 enzyme inhibition; recombinant caTPT1, FP RNA substrate dephosphorylation; inhibition, % at 5 µM; actives 0.81% (n = 300,000); AID 1962;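 active = inhibition above the mean of all tested compounds plus 3 SD, set per screening campaign, cut at about 24% in these data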;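 also: plate controls were DMSO alone for no effect and ferristatin control at 100 nM for full effect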
PP5 inh: blocks human protein phosphatase 5 activity. actives 0.18% (n = 320,000). purified PP5c, OMFP substrate fluorescence. P53041. inhibition, % at 6.7 µM;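 active = inhibition above the campaign's mean inhibition across all tested compounds plus 3 SD, cut at about 9.5% in these data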;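 also: 0% = DMSO only and 100% = 100 µM cantharidin control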
core dimer inh: blocks dimerization of HCV core protein; TR-FRET GST/Flag-core106 dimerization, 1536-well; actives 0.33% (n = 300,000); inhibition, % at 5 µM;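 active = inhibition above the mean of all tested compounds plus 3 SD, set per screening campaign, cut at about 45% in these data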
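test system = GST/Flag-tagged HCV core106 proteins | probe or stimulus = Eu donor and XL665 acceptor anti-tag antibodies | times = compound-protein-antibody incubation 4 h at 22.5 °C | signal = TR-FRET, excitation 340 nm, emission 617 and 671 nm | measure = percent inhibition of core106 dimerization signal | controls = wells lacking GST-core106 and wells with excess unlabelled core106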
Fh CTSL1 inh: blocks F. hepatica cathepsin L1 in PFM18AAP counter-screen | actives 0.49% (n = 300,000) | inhibition, % at 5.96 µM | recombinant F. hepatica cathepsin L1, Z-Leu-Arg-MCA fluorescence;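 active = inhibition above the mean of all tested compounds plus 3 SD, set per screening campaign, cut at about 17% in these data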;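 also: 0% = plate median of test compound wells and 100% = 1 µM Z-Phe-Ala-diazomethylketone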
proCasp7 act: counter-screen: procaspase-7 (human) activation; actives 0.093% (n = 330,000); activation, % at 8.5 µM; P55210; recombinant procaspase-7, Ac-DEVD-pNA absorbance 405 nm; D23A/D198A/D206A triple mutant, cannot self-cleave; scale: DMSO 0, 5 µM enzyme 100;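 active = percent activation above the screen-wide mean plus 3 SD, cut at about 25% in these data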
Target sequence (P55210 whole entry D23A/D198A/D206A): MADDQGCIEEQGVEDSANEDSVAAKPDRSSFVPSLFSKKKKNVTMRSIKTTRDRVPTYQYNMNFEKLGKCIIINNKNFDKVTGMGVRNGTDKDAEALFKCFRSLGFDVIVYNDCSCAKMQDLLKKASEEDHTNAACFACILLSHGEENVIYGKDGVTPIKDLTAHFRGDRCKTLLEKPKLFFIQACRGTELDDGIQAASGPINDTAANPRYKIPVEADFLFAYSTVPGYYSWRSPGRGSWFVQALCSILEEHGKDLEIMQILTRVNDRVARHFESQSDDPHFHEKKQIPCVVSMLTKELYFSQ
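Test system: Procaspase-7 triple mutant (PC-7 D3A). Also added: Ac-DEVD-pNA substrate, 400 µM as added. Schedule: 1 h enzyme–compound preincubation and 2 h substrate reaction, both 25 °C. Signal: p-Nitroaniline absorbance at 405 nm, read at 0 and 120 min. Control set: low DMSO alone, high DMSO plus 5 µM PC-7.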
proCasp3 act: procaspase-3 (human) activation; recombinant procaspase-3 D3A, Ac-DEVD-pNA absorbance 405 nm; actives 0.11% (n = 330,000); activation, % at 8.5 µM; AID 463141;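 active = activation above the mean of all tested compounds plus 3 SD, cut at about 21% in these data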;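 also: 0% = DMSO alone and 100% = DMSO wells spiked with extra 5 µM PC-3 D3A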
Target sequence (P42574 whole entry D9A/D28A/D175A): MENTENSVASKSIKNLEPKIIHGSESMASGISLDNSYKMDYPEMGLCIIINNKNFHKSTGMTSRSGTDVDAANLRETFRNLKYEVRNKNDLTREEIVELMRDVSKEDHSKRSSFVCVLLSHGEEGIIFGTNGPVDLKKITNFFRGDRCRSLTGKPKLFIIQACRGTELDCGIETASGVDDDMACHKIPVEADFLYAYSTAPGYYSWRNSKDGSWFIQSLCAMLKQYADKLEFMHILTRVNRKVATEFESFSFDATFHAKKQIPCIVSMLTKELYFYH
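Evaluation: percent activation relative to control range; Material: Procaspase-3 D3A mutant, all three cleavage aspartates alanine; Compound: single dose, 8.5 µM nominal compound, 0.8% DMSO; Replication: one well per compound; Signal: absorbance at 405 nm, 0 and 120 min; Schedule: 1 h preincubation plus 2 h reaction at 25 °C.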
PP1 counter: counter-screen for PP5 inhibitors: inhibitors of human PP1-alpha. actives 0.9% (n = 320,000). inhibition, % at 6.7 µM. purified PP1alpha, OMFP fluorescence. P62136;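 active = inhibition above the mean inhibition of all tested compounds plus 3 SD, computed separately for each screening campaign, cut at about 15% in these data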
Target sequence (P62136 whole entry, looked up): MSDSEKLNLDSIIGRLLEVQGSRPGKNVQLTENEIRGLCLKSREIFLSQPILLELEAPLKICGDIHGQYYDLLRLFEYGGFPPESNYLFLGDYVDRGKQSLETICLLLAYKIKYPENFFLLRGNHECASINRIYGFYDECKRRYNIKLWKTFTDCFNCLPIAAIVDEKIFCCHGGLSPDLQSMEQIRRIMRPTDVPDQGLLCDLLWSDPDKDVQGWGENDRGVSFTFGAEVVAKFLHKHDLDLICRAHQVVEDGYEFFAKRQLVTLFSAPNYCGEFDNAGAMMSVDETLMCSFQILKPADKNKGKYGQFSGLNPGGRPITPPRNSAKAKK
An asterisk follows results filed as active; u = inconclusive; x = not tested or not shown.

A first look:
SMILES	JMJD2C inh	Efflux pump mplx	TPT1 inhibitor	PP5 inh	core dimer inh	Fh CTSL1 inh	proCasp7 act	proCasp3 act	PP1 counter
O=C(C(Cc1ccccc1)n1cccc1)N1CCN(c2ncccn2)CC1 (configuration not stated)	3	0.1	0	1.5	4	2	0	0	-1
c1ccc(-c2noc(CC3CCCCC3)n2)nc1	3	0.0	-1	-0.9	3	5	12	-6	-3
N#C/C(=C\c1cccnc1)c1nc2c(s1)CCCC2	-1	-0.1	-5	4.1	-6	2	0	-8	-1
Cc1ccccc1OC(C)C(=O)N1CCC(Cc2ccccc2)CC1 (configuration not stated)	0	0.0	-3	3.4	-2	0	7	2	1
O=C(CSc1nnc2c(n1)[nH]c1ccc(F)cc12)NCc1ccc(F)cc1	-3	-0.2	-1	3.2	7	3	0	11	0
COc1cc(NC(=O)c2cc(Cl)nnc2Cl)cc(OC)c1OC	5	0.1	1	0.5	-4	4	-2	0	-4
C=CCN1C(=O)C(C)(C)Nc2ccccc21	16	0.0	1	1.3	2	-3	10	1	-1
CCN1CCCC1CNCc1cccc(OC)c1OCc1ccc(F)cc1 (configuration not stated)	2	-0.1	-1	-2.1	4	-2	13	-5	-5
COc1cc2[nH]c(=S)n(Cc3ccccc3)c(=O)c2cc1OC	-9	-0.2	7	-0.1	-13	8	9	9	-1

All compounds of this part (from the top)
SMILES	JMJD2C inh	Efflux pump mplx	TPT1 inhibitor	PP5 inh	core dimer inh	Fh CTSL1 inh	proCasp7 act	proCasp3 act	PP1 counter
O=C(C(Cc1ccccc1)n1cccc1)N1CCN(c2ncccn2)CC1 (configuration not stated)	3	0.1	0	1.5	4	2	0	0	-1
c1ccc(-c2noc(CC3CCCCC3)n2)nc1	3	0.0	-1	-0.9	3	5	12	-6	-3
N#C/C(=C\c1cccnc1)c1nc2c(s1)CCCC2	-1	-0.1	-5	4.1	-6	2	0	-8	-1
Cc1ccccc1OC(C)C(=O)N1CCC(Cc2ccccc2)CC1 (configuration not stated)	0	0.0	-3	3.4	-2	0	7	2	1
O=C(CSc1nnc2c(n1)[nH]c1ccc(F)cc12)NCc1ccc(F)cc1	-3	-0.2	-1	3.2	7	3	0	11	0
COc1cc(NC(=O)c2cc(Cl)nnc2Cl)cc(OC)c1OC	5	0.1	1	0.5	-4	4	-2	0	-4
C=CCN1C(=O)C(C)(C)Nc2ccccc21	16	0.0	1	1.3	2	-3	10	1	-1
CCN1CCCC1CNCc1cccc(OC)c1OCc1ccc(F)cc1 (configuration not stated)	2	-0.1	-1	-2.1	4	-2	13	-5	-5
COc1cc2[nH]c(=S)n(Cc3ccccc3)c(=O)c2cc1OC	-9	-0.2	7	-0.1	-13	8	9	9	-1
CCCn1cnc2c(cnn2-c2ccc(F)cc2)c1=O	-10	0.1	1	-1.0	-1	-1	12	3	-2
CCc1nc(SCc2ccc(F)cc2)[nH]c(=O)c1C#N	9	0.0	-4	-1.0	11	4	0	0	0
CC(C)CC(=O)Nc1ccccc1N1CCN(c2ccc(F)cc2)CC1	7	0.0	-1	-1.8	5	4	-1	-1	-5
Cc1cc(C)n2nc(-c3sccc3-n3c(C)ccc3C)cc2n1	-9	0.1	-3	0.5	4	-2	-5	0	5
COc1cc(/C=C(/C#N)C(=O)NCc2ccccc2)cc(OC)c1OC	6	0.2	-1	1.5	-1	2	4	6	-3
CCOC(=O)[C@H]1[C@H]2COc3ccc(OC)cc3[C@@H]2N2C(=O)c3ccc(C)cc3NC(=O)[C@@]12C	x	0.3	-7	2.2	-5	-3	-10	3	-4
CCN1CCc2c(sc(N)c2C#N)C1	18	0.4	-2	2.2	-5	-2	-7	1	-1
CN(/C=C/C(=O)C(F)(F)C(F)(F)F)Cc1ccccc1	1	-0.1	-5	0.1	-6	3	6	-5	1
COc1ccc(C2C(C(=O)Nc3cc(OC)c(OC)c(OC)c3)c3ccccc3C(=O)N2C)cc1 (configuration not stated)	13	0.2	-2	0.8	-1	-2	11	-2	4
Cc1cc(-c2n[nH]c(=S)n2-c2ccc(F)cc2)nn1C	15	0.2	0	5.2	-4	-7	-8	5	-2
O=C(NCc1ccc2c(c1)OCO2)c1cc(-c2ccccn2)nc2ccccc12	-3	0.0	-1	0.7	0	-1	-3	3	0
CCCc1cc(C(=O)Nc2cccnc2Cl)no1	u	0.0	-4	-0.2	-2	3	2	2	-4
Cc1ccccc1NC(=S)NCC(c1cccnc1)N(C)C (configuration not stated)	-13	0.6	2	2.0	3	-1	9	9	-3
CCCOc1ccc(C2c3c(oc4ccccc4c3=O)C(=O)N2CCN(CC)CC)cc1OC (configuration not stated)	4	0.0	-2	3.2	-3	-1	-21	0	-5
Cn1c(/C(C#N)=C(\O)c2ccc([N+](=O)[O-])cc2)nc2ccccc21	0	0.2	-1	2.4	3	1	8	2	-3
O=[N+]([O-])c1ccc(O)c(Nc2ncnc3ccc(Br)cc23)c1	19	-0.1	-5	3.0	-7	4	-3	-13	3
O=C(c1ccncc1)N1CCc2ccccc2C1	11	0.0	3	0.4	-7	1	-3	3	-2
Cc1ccc(S(=O)(=O)C2(C(=O)N(C)C3CCCCC3)CC2)cc1	-3	0.1	2	3.5	3	-5	7	-3	0
Cc1ccc(S(=O)(=O)N2CCCCC2CCNC(=O)C(=O)NCc2ccccc2)cc1 (configuration not stated)	6	-0.1	-3	-0.3	4	2	0	2	-1
CC(=O)N1c2ccc(S(=O)(=O)N3CCC(C(=O)Nc4cccc(Cl)c4)CC3)cc2CC1C (configuration not stated)	5	-0.1	-1	2.5	6	-2	-7	5	-2
CC1=C(C(=O)OC2CCCCC2)C(c2cccs2)n2c(nc3ccccc32)N1 (configuration not stated)	15	-0.2	-3	1.4	6	0	5	5	6
CCOC(=O)Cn1nc(-c2ccc(F)cc2)cc(Cc2ccccc2)c1=O	0	0.0	-4	4.2	1	2	0	5	6
CC(C)(C)NC(=O)C(c1ccc(F)cc1)N(CC1CCCO1)C(=O)CCC(=O)Nc1ccccn1 (configuration not stated)	-1	0.0	-3	1.2	-2	-1	-1	11	-4
Cc1cc(NC(=O)CSc2ccc(Cl)cc2)no1	1	0.1	-2	0.7	-1	1	-6	-1	-1
CSc1nc(O)cc(=O)n1-c1ccc(F)cc1	-6	0.0	1	-2.7	6	3	0	6	3
COc1ccccc1N(CC(=O)NC(C)(C)C)C(=O)C1CSC(=O)C1 (configuration not stated)	93	0.1	0	3.1	-3	-4	1	0	-5
O=[N+]([O-])c1ccc(O)c(/C=N\N=C2c3ccccc3-c3ccccc32)c1	9	-0.3	3	-0.7	10	1	3	-2	-3
CCN1CCN(c2ccc(S(=O)(=O)N3CCCCC3)cc2NC(=O)c2cc3ccccc3o2)CC1	11	-0.1	-2	-0.2	-1	3	-2	6	-3
S=C(NCc1ccco1)N1CCN(c2ccccn2)CC1	11	0.0	5	0.0	-1	-3	-10	4	0
O=C(NNC(=O)c1ccc2ccccc2c1O)c1ccccc1Cl	-17	-0.5	-5	-1.2	-23	0	-11	-4	3
CCOC(=O)C1CCN(C(=O)CSCc2nc(-c3ccc(OCC)cc3)oc2C)CC1	-8	0.1	-2	2.7	5	-5	4	8	-1
CC(C)Cn1c(=O)c2c(nc3n2CCS3)n(C)c1=O	9	0.0	-3	0.4	-8	0	3	-5	-4
Cc1cccc(-c2noc(-c3ccc(F)cc3)n2)c1	5	0.0	-2	0.7	-3	5	4	8	0
Cc1nnc(-c2ccc(Oc3ccc(Cl)cc3)c([N+](=O)[O-])c2)o1	7	0.3	6	6.0	-4	0	-8	6	2
CCSc1nnc(-c2cc(Br)ccc2NC(C)=O)c(=O)[nH]1	0	-0.2	-2	0.7	1	-1	-1	-3	-1
Cc1ccc(COCCN2CCN(S(=O)(=O)c3ccccc3)CCC2=O)cc1	40	-0.1	1	-0.2	8	3	6	-6	-1
C=C(C)CCC1(C)NC(=O)N(c2ccccc2)N1 (configuration not stated)	6	0.0	-6	2.5	-6	-3	-3	-2	2
Cn1c(CCN2CCOCC2)nc2cc(NC(=O)c3cccs3)ccc21	10	-0.2	-3	0.5	-6	3	-2	3	1
CCCCOc1ccc(C(=O)N/C(=C/c2cccc([N+](=O)[O-])c2)C(=O)O)cc1	-6	0.0	-7	2.1	8	7	9	4	-8
CC(CN1CCN(Cc2ccccc2)CC1)OC(=O)c1ccco1 (configuration not stated)	1	0.2	-2	-1.6	-2	-2	0	9	-2

Source: PubChem BioAssay
